# Source: PubChem
# ARNT-TACC3 inh: disruptors of ARNT/TACC3 protein interaction, primary screen, biochemical, AlphaScreen, single concentration; AlphaScreen His-ARNT PAS-B/GST-TACC3 binding, luminescence; TACC3 fragment carries E629A point mutation; inhibition, % at 9.99 µM; hit rate 0.66% among 390,000; AID 623870, 2012;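 active means mean inhibition of replicates at least 50% and at least half of replicates each reaching 50%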;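 further: 0% = complete ARNT plus TACC3 wells and 100% = ARNT alone without TACC3; many hits fall short of the cut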
# RAD52 anneal inh: RAD52 DNA annealing inhibitors, primary screen, biochemical, FRET, single point, set 2 | inhibition, % at 18.7 µM | hit rate 0.46% among 360,000 | recombinant RAD52 DNA annealing, FRET fluorescence;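 active means every replicate showing at least 50% inhibition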
# Target sequence (P43351 whole entry, looked up): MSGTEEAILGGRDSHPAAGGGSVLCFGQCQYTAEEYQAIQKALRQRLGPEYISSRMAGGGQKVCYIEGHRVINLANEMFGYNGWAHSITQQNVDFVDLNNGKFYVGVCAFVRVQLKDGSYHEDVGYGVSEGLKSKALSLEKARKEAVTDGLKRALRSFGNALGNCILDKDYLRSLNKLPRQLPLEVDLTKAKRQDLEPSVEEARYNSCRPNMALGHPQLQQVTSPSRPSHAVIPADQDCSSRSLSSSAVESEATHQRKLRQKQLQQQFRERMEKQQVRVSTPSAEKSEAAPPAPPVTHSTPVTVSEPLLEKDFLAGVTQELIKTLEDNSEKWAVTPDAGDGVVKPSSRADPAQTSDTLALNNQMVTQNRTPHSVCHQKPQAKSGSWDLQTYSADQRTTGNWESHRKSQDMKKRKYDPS
# Xi reactivation: activators of inactive X chromosome reactivation, primary screen, imaging, XiGFP fibroblasts, GFP high-content imaging, set 2 | hit rate 0.055% among 360,000 | XiGFP mouse fibroblasts, % GFP-positive cells imaging, 3 d; cells co-treated with 5-aza-dC sensitizer; scaled so ellipticine positive control = 100% | activation, % at 7.58 µM;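 active means mean normalized replicate activation at least 10% and every replicate at or above 10%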;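 further: 0% = median of on-plate neutral control wells and 100% = ellipticine 6 µM median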
#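 Schedule: 3 d treatment, 15 min room-temperature fixation; system: 68-5-11 XiGFP fibroblast line; buffer or medium: DMEM plus 5-aza-dC sensitizer; control set: ellipticine 6 µM positive control; compound: one concentration, pinned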
# RAD54 inh: inhibitors of human RAD54 branch migration, primary screen, biochemical, fluorescence, single point | DNA repair and recombination protein RAD54-like (Homo sapiens), Q92698 | RAD54 Holliday junction branch migration, FAM/BHQ fluorescence | inhibition, % at 10.4 µM | hit rate 0.14% among 360,000 | AID 602329, 2012;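 active means mean normalized replicate activity at least 40 and at least half of replicates scoring 40 or more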;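 further: 0% = median of neutral control wells and 100% = median of positive control wells; inhibitors cause a drop in the FAM fluorescence signal; in these data hits start at about 50%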
# CFTR F508del cor: F508del CFTR correction, initial screen, CFBE line, single point. hit rate 0.36% among 350,000. CFBE cells, YFP halide quenching; stimulated with forskolin plus potentiator P3; % fluorescence drop versus neutral controls. activity (quench increase), % at 7.58 µM;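 active means mean added fluorescence quench of at least 8% versus neutral control, with both replicates also reaching 8%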;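 further: cells transiently co-express mutant CFTR-F508del with the halide-sensitive YFP; corrector assay measuring rescue of mutant channel to the surface after 24 h compound exposure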
# esBAF inh: Bmi1 luciferase reporter increase in mESCs, primary screen, esBAF inhibitor project, mouse ES cells, Bmi1 luciferase knock-in, single point; reporter increase, % at 12.5 µM; hit rate 2% among 350,000; 24 h; 100% = twice the neutral-well signal; in the data active means activation above about 40%;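 further: 0% = median of the plate's neutral control wells and 100% = double that signal; a rise in the Bmi1 reporter signal indicates esBAF inhibition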
# ERAP1 inh: human ERAP1 aminopeptidase inhibitors, primary screen, biochemical, single point, plate reader; Endoplasmic reticulum aminopeptidase 1 (Homo sapiens), Q9NZ08; recombinant ERAP1, Leu-AMC fluorescence, 60 min; inhibition, % at 10.7 µM; hit rate 0.15% among 340,000;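 active means mean replicate inhibition of at least 30%, or all replicates individually reaching that 30% level; inactive means mean below 30% and not every replicate reaching it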;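 further: 0% = neutral control wells and 100% = L-leucinethiol positive control wells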
# GSIS activator: GLuc luminescence reporter in INS-1E cells, primary screen for activators of glucose-dependent secretion of insulin; hit rate 0.61% among 370,000; AID 743287, 2014; INS-1E GLuc reporter insulin secretion, 2-3 h; activation, % at 16.6 µM;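 active means lowest replicate activation of at least 40%, so every replicate reaches that level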;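 further: 0% = median of neutral control wells and 100% = median of IBMX positive control wells; some compounds called inactive have numbers as strong as hits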
# The depositor's hits bear a star; · = no result given.
Structure,RAD52 anneal inh,RAD54 inh,CFTR F508del cor,ARNT-TACC3 inh,esBAF inh,ERAP1 inh,Xi reactivation,GSIS activator
Cc1noc(C)c1NC(=O)Nc1ccc2c(c1)CC(=O)N([C@H](C)CO)C[C@@H](C)[C@@H](CN(C)C(=O)Nc1ccc(C(F)(F)F)cc1)O2,-4,10,-0.3,-3,-4,3,0.4,-8
CC(NC(=O)COC(=O)c1cccc(S(=O)(=O)N2CCCC2)c1)c1ccccc1 (configuration not stated),-18,-3,-4.0,-11,2,-6,0.0,-8
CNC[C@H]1Oc2ccc(NC(=O)Cc3ccccc3)cc2CC(=O)N([C@H](C)CO)C[C@@H]1C,·,·,0.9,·,-3,·,0.0,15
O=C(C[C@@H]1C[C@@H]2c3cc(NC(=O)CC4CC4)ccc3O[C@@H]2[C@@H](CO)O1)NCc1cccnc1,-6,6,-2.6,-5,4,-5,0.2,2
Cn1c(=O)oc2cc(S(=O)(=O)N3CCCC(C(=O)Nc4nccs4)C3)ccc21 (configuration not stated),-4,2,-1.3,17,-2,0,0.0,1
Cc1nn(Cc2ccc([N+](=O)[O-])cc2)c(=O)n1-c1ccccc1Cl,-12,·,-2.2,·,·,-1,0.3,-2
C=CCn1c(=O)n2ncnc2c2c3c(sc21)CCCC3,-12,·,-2.0,5,·,1,·,25
COc1ccc2oc(C(=O)OCC(=O)/C(C#N)=C(\C)N)c(C)c2c1,-27,·,-1.4,-5,·,0,0.0,8
O=C(CN(c1ccc2c(c1)OCCO2)S(=O)(=O)c1ccccc1)NCc1ccc(Cl)cc1,-9,-4,-1.7,-14,·,0,0.2,-24
COC(=O)[C@H](CCSC)NC(=O)Nc1cc(OC)cc(OC)c1,1,·,·,-18,·,-2,0.2,·
Cc1ccc(S(=O)(=O)Nc2ccc3ncccc3c2[N+](=O)[O-])cc1,-6,·,-1.5,2,·,1,0.2,-14
NC(=O)[C@H]1CC2(CC(c3cccc(NC(=O)CC(c4ccccc4)c4ccccc4)c3)=NO2)CN1C(=O)CC(c1ccccc1)c1ccccc1 (some centres not stated),-18,5,0.5,0,·,1,0.0,12
NC(=O)c1cc(S(=O)(=O)NCCc2ccc(S(N)(=O)=O)cc2)cs1,1,-3,3.2,1,-3,0,0.0,-2
O=C(COC(=O)c1cc([N+](=O)[O-])ccc1N1CCOCC1)Nc1cc(F)ccc1F,-12,-2,0.8,3,-3,0,0.1,16
Cc1ccc(Cl)cc1Nc1nc(N2CCOCC2)nc(N2CCOCC2)n1,-8,5,3.8,3,-7,0,0.0,·
O=C(COC(=O)c1ccccn1)c1cccc(Br)c1,-43,10,1.1,50*,·,-1,0.9,20
Cc1ccc(/C=C/C(=O)NCc2ccc3c(c2)OCO3)o1,·,·,·,-10,-6,·,0.4,-8
CCOC(=O)COc1ccc2c(=O)c(-c3ccc(OC)c(OC)c3)c(C(=O)OCC)oc2c1,-12,9,0.3,-11,-1,-1,-0.1,16
CC(C)c1[nH]nc2c1C(c1cccc(C(F)(F)F)c1)N(Cc1ccccc1)C2=O (configuration not stated),-5,·,1.9,·,·,-1,1.1,-3
CCOC(=O)C1(Cc2cccc(OC)c2)CCCN(C(=O)CCc2cccnc2)C1 (configuration not stated),-13,·,0.9,5,·,-1,0.4,-6
CC(C)NC(=O)CCc1nnc(Cc2cccc(C(F)(F)F)c2)o1,2,-2,-2.7,-1,67*,0,0.0,6
CN1C2CCC1CC(NS(=O)(=O)c1ccc(C#N)cc1)C2 (configuration not stated),-15,-21,0.1,-3,·,0,0.0,6
COc1cc(F)ccc1-c1cc(C(=O)NCc2cc(C(F)(F)F)cc(C(F)(F)F)c2)[nH]n1,-17,-6,-1.4,·,1,0,0.0,27
C[C@@H]1CN([C@@H](C)CO)C(=O)c2cc(C3=CCCC3)cnc2O[C@H]1CN(C)C,5,-7,1.5,2,4,2,-1.1,15
O=C(Cn1c(=O)c(=O)n(Cc2ccccc2)c2ccc(Cl)cc21)NCC1CCCO1 (configuration not stated),8,·,-1.1,-10,·,4,0.1,-4
O=C(Nc1cc(F)ccc1F)N[C@H]1CC[C@@H](CCn2cc(C3CCCCC3)nn2)O[C@H]1CO,5,-6,0.9,3,8,0,-0.2,-5
CC(C)CCN1CCC[C@]2(N[C@H](c3ccc(C(F)(F)F)cc3)[C@@H]3C(=O)N(Cc4ccccc4)C(=O)[C@@H]32)C1=O,5,-5,3.1,·,-3,-3,0.2,-38
CCc1ccc(NC(=O)CSc2nnc(-c3cnccn3)n2Cc2ccco2)cc1,-23,4,·,0,-4,4,·,17
CNC(=O)C[C@H]1CC[C@H]2[C@@H](COc3ccc(NC(=O)c4cc(F)cc(F)c4)cc3C(=O)N2C)O1,10,4,0.4,-15,-3,5,0.2,7
COc1ccc2c3c([nH]c2c1)[C@@H](CO)N(C(=O)c1ccccc1)CC31CN(C(=O)c2cccc(F)c2)C1,5,·,0.0,·,·,1,0.0,-7
Cc1noc(C)c1S(=O)(=O)Nc1ccc2c(c1)C(=O)N([C@H](C)CO)C[C@@H](C)[C@@H](CN(C)C(=O)Nc1ccccc1)O2,-2,8,-3.2,-4,-3,-5,-0.4,-11
C=C(C)C(=O)Oc1ccc(N2C(=O)CCC2=O)cc1,-11,·,-1.1,-36,·,·,0.0,-11

# The final three entries of the part above open the next one.
Structure,RAD52 anneal inh,RAD54 inh,CFTR F508del cor,ARNT-TACC3 inh,esBAF inh,ERAP1 inh,Xi reactivation,GSIS activator
COc1ccc2c3c([nH]c2c1)[C@@H](CO)N(C(=O)c1ccccc1)CC31CN(C(=O)c2cccc(F)c2)C1,5,·,0.0,·,·,1,0.0,-7
Cc1noc(C)c1S(=O)(=O)Nc1ccc2c(c1)C(=O)N([C@H](C)CO)C[C@@H](C)[C@@H](CN(C)C(=O)Nc1ccccc1)O2,-2,8,-3.2,-4,-3,-5,-0.4,-11
C=C(C)C(=O)Oc1ccc(N2C(=O)CCC2=O)cc1,-11,·,-1.1,-36,·,·,0.0,-11
COc1ccc(CN2C(=O)C(CC(=O)NCCCN(C)C)CC(C(=O)N(C)C)=C2C)cc1 (configuration not stated),-1,-4,6.3,·,1,0,0.0,8
O=C(Cn1[nH]c(=O)c2ccccc2c1=O)OCC(=O)c1ccccc1,-8,7,-1.9,-11,3,3,0.0,19
COC(=O)c1cccc(NC(=O)CN2C(=O)c3ccccc3C2=O)c1,-6,6,2.0,13,2,5,0.0,0
COc1ccccc1-c1ccc2c(c1)O[C@@H](CN(C)C)[C@H](C)CN([C@H](C)CO)S2(=O)=O,13,-11,0.2,-1,-6,-2,0.1,19
O=P(OC1CCCCC1)(OC1CCCCC1)C(O)c1cccnc1 (configuration not stated),-10,-4,-2.1,3,4,·,-0.1,0
CCS(=O)(=O)c1nc(S(=O)(=O)c2ccc(C)cc2)c(N2CCCC2)s1,-3,-3,-1.1,33,0,1,0.2,6
Cc1ccc(-c2ccc([C@@H]3[C@@H](CO)N4C(=O)CN(C(=O)Cc5ccccn5)C[C@@H]34)cc2)cc1,-17,·,0.2,·,·,·,0.1,3
CCOC(=O)c1c(O)c2cccc3c2n(c1=O)CC3,-7,·,2.6,-20,·,1,0.0,9
CCOc1cc(/C=C/c2cc(C(F)(F)F)[nH]c(=O)n2)ccc1O,-17,·,1.5,3,·,7,0.0,-21
O=C(Cc1ccccc1)N1CC[C@@H]2[C@H](CO)Nc3ccc(Br)cc3[C@@H]21,-27,15,-3.7,-6,3,0,0.1,0
C[C@@H]1CN([C@@H](C)CO)C(=O)c2cc(NC(=O)CCC(F)(F)F)ccc2O[C@@H](C)CCCCO[C@@H]1CN(C)S(=O)(=O)c1ccccc1,-37,4,0.6,15,-8,-2,-1.0,3
COc1ccccc1-c1ccc2c(c1)O[C@@H](CN(C)C(=O)Nc1cccc(F)c1)[C@@H](C)CN([C@@H](C)CO)S2(=O)=O,36,9,-0.1,-2,6,0,0.4,-35
O=C(C[C@@H]1C[C@H]2c3cc(NC(=O)Nc4ccccc4)ccc3O[C@H]2[C@@H](CO)O1)NCC1CC1,-5,-9,5.0,-7,3,-3,0.1,7
CC(=O)c1ccc(NCC(=O)N2CCN(S(=O)(=O)c3ccccc3)CC2)cc1,-14,5,-0.8,3,2,0,0.0,-6
C[C@H](CO)N1C[C@H](C)[C@H](CN(C)C(=O)Nc2ccccc2)Oc2c(NC(=O)c3ccncc3)cccc2C1=O,-2,7,-1.6,7,-3,0,-0.1,18
CC(C)N(C(=O)[C@H]1C[C@H](CC(=O)NCCc2ccccn2)C(=O)N2CCc3c([nH]c4cc(CCC(=O)N(C)C)ccc34)[C@]12C)C(C)C,-9,12,0.1,3,1,17,0.6,5
CC(C)(C)c1cc(C(=O)NNC(=O)Nc2ccccc2)n(Cc2ccccc2)n1,-6,·,-5.8,-5,-3,-1,0.1,-2
COc1ccc(NS(=O)(=O)c2cc(NC(=O)c3sccc3C)ccc2N2CCOCC2)cc1,-17,-7,6.3,-4,12,-2,1.0,11
CCS(=O)(=O)N[C@H]1CC[C@H](CC(=O)Nc2ccc(-c3ccccc3)cc2)O[C@@H]1CO,-13,-14,-1.9,28,1,0,0.0,11
Cc1cc(C)c(C)c(OCC(=O)O/N=C(\N)c2cccnc2)c1,3,·,-0.6,-5,·,-5,0.0,3
c1cn(CCCNc2ncnc3nc[nH]c23)cn1,-63,-3,-0.1,4,3,·,-0.1,-2
O=C(Nc1ccc(F)cc1)C(c1ccnc2ccccc12)N1CCN(CC(=O)N2CCCC2)CC1 (configuration not stated),-5,·,-1.6,·,·,·,0.0,10
O=C(NNc1nc2c(F)cc(F)cc2s1)C1COc2ccccc2O1 (configuration not stated),-18,·,-2.2,-2,·,4,-0.2,-4
C[C@H](O)C#Cc1ccc2c(c1)O[C@H](CN(C)Cc1ccccn1)[C@@H](C)CN([C@@H](C)CO)S2(=O)=O,5,-12,-5.5,1,6,0,-0.1,2
COc1ccc(CCn2c(=N)c(C(=O)NCC3CCCO3)cc3c(=O)n4cccc(C)c4nc32)cc1 (configuration not stated),-21,11,0.3,·,2,-1,0.0,·
CCN1CCN(C(=O)Nc2ccc(OC)cc2OC)CC1,-9,·,·,·,·,0,0.5,8
COc1ccc(NC(=O)Nc2ccc3c(c2)[C@@H]2C[C@@H](CC(=O)O)O[C@H](CO)[C@@H]2O3)cc1,2,·,-0.8,·,·,0,0.1,11
Cc1cc(/C=C2\C(=N)N3N=CSC3=NC2=O)c(C)n1Cc1ccccc1,-77,-7,-0.7,-2,38,9,-0.1,11
O=C(Cn1c(NCCO)nc2ccccc21)c1ccccc1,-17,2,-1.4,·,8,0,0.4,-2
COc1ccc2c3c([nH]c2c1)[C@H](CO)NCC31CCN(S(=O)(=O)c2ccccc2)CC1,-35,·,3.8,·,·,5,0.3,8
